Source: PubChem BioAssay
PI4K2A inh – blocks human PI4K2A kinase activity; purified PI4K2A, ADP-Glo luminescence, 1 h; hits give low values; activity change, negative = inhibition, % at 76.9 µM; hit rate 0.13% among 420,000; Q9BTU6; in the data active = activity change below about -50%; inconclusive = mostly about -30% to -49%;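 also: -100% = wells without enzyme as full effect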
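ADP-Glo luminescence measured ADP generated by PI4K2A enzyme (4 ug/mL before mixing) with 1.2 mM PI substrate (pre-mix) and 300 microM ATP (pre-mix). Tris pH7.5 buffer with MgCl2, Triton X-100; 1 h reaction at ambient temperature.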
GLS inhibitor – inhibitors of human glutaminase (GLS) | AID 624170 | GLS enzymatic activity, qHTS titration | hit rate 0.21% among 410,000 | Potency, µM (titrated, usually from 45.5 µM), inactives show at the highest dose activity change, negative = inhibition, usual class: inhibitors | O94925; also: potency is read from the fitted curve at half-maximal effect; % is scaled to controls: 0 for no effect and ±100 for the full control effect
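Enzyme dispensed in phosphate buffer (45 mM, pH 8.2, 0.02% Tween-20), compounds pinned in, then 1 mM L-glutamine solution and the glutamate oxidase–HRP–Amplex Red mix added; fluorescence read immediately and again after 30 min at room temperature.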
BAZ2B block – inhibitors of human BAZ2B bromodomain. Q9UIF8. hit rate 4.4% among 360,000. AID 504333. AlphaScreen BAZ2B-H3K14Ac peptide displacement. Potency, µM (series often up to 114 µM), for inactives: at the top dose activity change, negative = inhibition, most hits filed as inhibitors; also: potency is read from the fitted curve at half-maximal effect; % is scaled to controls: 0 for no effect and ±100 for the full control effect; nearly all actives have a fitted effect of over 60% in size
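Compounds, titrated to a top concentration of 110 uM, were incubated 30 min at room temperature with preformed BAZ2B/acetyl-K14 H3 peptide complex (50 nM each). Proximity signal was measured by AlphaScreen after 20 min with beads.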
RGS4 inhibitor – human RGS4 inhibition; P49798; Transcreener GDP fluorescence polarization, RGS4-accelerated GTP hydrolysis; Potency, µM (top dose mostly 114 µM), for the others: at the top dose activity change, negative = inhibition, actives largely listed as inhibitors; hit rate 0.039% among 390,000; AID 504845; also: potency is read from the fitted curve at half-maximal effect; % is scaled to controls: 0 for no effect and ±100 for the full control effect; nearly all actives have a fitted effect of over 75% in size; some results filed as inactive show a strong effect at the top dose
Target sequence (P49798 whole entry, looked up): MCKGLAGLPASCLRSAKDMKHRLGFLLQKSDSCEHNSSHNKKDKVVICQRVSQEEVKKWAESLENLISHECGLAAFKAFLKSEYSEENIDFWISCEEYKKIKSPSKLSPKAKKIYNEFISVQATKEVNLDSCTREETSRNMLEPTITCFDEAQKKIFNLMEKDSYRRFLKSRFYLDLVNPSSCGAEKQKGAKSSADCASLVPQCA
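MLSMR compounds (23 nl, pin-transferred) preincubated 10 min at room temperature with a 500nM (2x) first reagent, then RGS4 at 900nM (2x) plus Transcreener GDP mix added; fluorescence polarization (620/688 nm) read before and after 90 min at 30 °C.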
JMJD2A Tudor – inhibitors of human JMJD2A Tudor domain; Potency, µM (series often up to 114 µM), inactives show top-dose activity change, negative = inhibition, actives largely listed as inhibitors; AlphaScreen JMJD2A-Tudor / H3K4me3 peptide binding; hit rate 4.4% among 390,000; O75164; also: potency is read from the fitted curve at half-maximal effect; % is scaled to controls: 0 for no effect and ±100 for the full control effect; nearly all actives have a fitted effect of over 50% in size
G9a inh – inhibitors of human histone lysine methyltransferase G9a | Q96KQ7 | G9a H3K9 monomethylation, AlphaScreen, 2 h | Potency, µM (top dose mostly 102 µM), without a hit: at the top dose activity, negative = inhibition, hits mostly inhibitors | hit rate 8.8% among 350,000 | AID 504332; also: potency is read from the fitted curve at half-maximal effect; % is scaled to controls: 0 for no effect and ±100 for the full control effect; nearly all actives have a fitted effect of over 75% in size
Target sequence (Q96KQ7 913-1193 limits assumed): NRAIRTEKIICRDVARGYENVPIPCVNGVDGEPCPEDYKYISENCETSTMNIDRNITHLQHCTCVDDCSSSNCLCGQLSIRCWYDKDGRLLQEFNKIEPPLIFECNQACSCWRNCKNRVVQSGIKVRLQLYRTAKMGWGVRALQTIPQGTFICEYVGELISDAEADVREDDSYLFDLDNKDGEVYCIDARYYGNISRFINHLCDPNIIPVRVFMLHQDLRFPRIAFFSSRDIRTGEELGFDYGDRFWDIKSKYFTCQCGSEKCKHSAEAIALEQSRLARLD
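Step 1: enzyme (final 20 nM) with compound, 15 min RT. Step 2: substrate peptide 500 nM and SAM 20 uM, 2 h RT. Step 3: anti-H3K9me1 antibody and AlphaScreen beads, 10 min, then plate read.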
ALOX12 inh – ALOX12 (human) lipoxygenase inhibition. hit rate 1.1% among 580,000. Potency, µM (series often up to 108 µM), inactives show at the top dose activity change, negative = inhibition, hits mostly inhibitors. purified 12hLO, xylenol orange hydroperoxide absorbance; also: potency is read from the fitted curve at half-maximal effect; % is scaled to controls: 0 for no effect and ±100 for the full control effect
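Purified human 12hLO at 150 nM in 25 mM Hepes, 0.01% Triton X-100, pH 7.0, preincubated 15 min at room temperature with compound. Reaction started with 40 uM arachidonic acid, 30 min at room temperature. Hydroperoxide measured by Fe-xylenol orange, 573/405 nm absorbance ratio.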
ERG-DNA inh – blocks human ERG Ets domain binding to DNA | hit rate 0.028% among 370,000 | AID 624246 | P11308 | fluorescence polarization, His-ERG Ets domain / labelled DNA | Potency, µM (top dose mostly 76.9 µM), without a hit: at the top dose FP activity, negative = inhibition, actives largely listed as inhibitors; active = well fitted inhibition curve with a large enough effect in the polarisation, with a control signal flat; inconclusive = small, poorly fitted or top-dose-only effect, or effect the other way, or a change in a side signal; inactive = no such curve, though single readings can be large or run the other way; the % refers to the polarisation;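 also: polarization taken with two DNA probes labelled with fluorescein and Texas red; potency is read from the fitted curve at half-maximal effect; % of control where 0% means no effect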
Target sequence (P11308 whole entry, looked up, the tested form may be a part): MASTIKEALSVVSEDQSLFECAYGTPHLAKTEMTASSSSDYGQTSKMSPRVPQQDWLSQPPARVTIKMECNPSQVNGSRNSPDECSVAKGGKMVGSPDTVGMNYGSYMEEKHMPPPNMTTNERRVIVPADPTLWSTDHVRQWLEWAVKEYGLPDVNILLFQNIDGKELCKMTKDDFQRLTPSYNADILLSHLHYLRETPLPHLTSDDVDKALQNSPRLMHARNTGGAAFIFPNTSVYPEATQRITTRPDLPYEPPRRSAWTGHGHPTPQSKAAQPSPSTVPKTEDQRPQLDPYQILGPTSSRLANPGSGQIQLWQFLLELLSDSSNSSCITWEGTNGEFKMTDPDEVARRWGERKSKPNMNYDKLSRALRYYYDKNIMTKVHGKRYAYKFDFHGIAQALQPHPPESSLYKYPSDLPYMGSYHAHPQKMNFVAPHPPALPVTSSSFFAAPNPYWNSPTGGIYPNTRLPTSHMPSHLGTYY
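His-tagged ERG Ets domain (1 uM in the protein solution; 300mM KCl, 50mM Tris-HCl, 1mM EDTA, 1mM DTT, pH 7.5) received compound, then a probe mix of 5 nM fluorescein-DNA and 100nM Texas-615-DNA. Fluorescence polarization was read for both dyes.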
HP1b chromo inh – HP1-beta chromodomain-methylated histone interaction inhibition. P83916. AlphaScreen HP1-beta / biotin-H3K9me3 peptide binding. Potency, µM (highest dose often 114 µM), without a hit: at the top dose activity change, negative = inhibition, hits mostly inhibitors. hit rate 0.56% among 390,000. AID 540317; also: potency is read from the fitted curve at half-maximal effect; nearly all actives have a fitted effect of over 70% in size; inactives centre near 23
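Compound inhibition of the preformed complex between 50 nM HP1-beta and 50 nM biotinylated H3K9me3 peptide was read by AlphaScreen. Buffer was PBS pH 7.4 with 0.01% Tween-20. Incubations ran 30 min at room temperature, with 10 ug/mL donor/acceptor beads.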
* marks the source's active call; other numbers are inactive results; i = inactive; ? = inconclusive; nt = no result given; & = joins results of further samples; [ ] = another dose, or the depositor's remark. Unless noted, calls follow the shape of the dose curve; as a rule, active = well fitted curve in the direction sought with a large enough effect; inconclusive = small, poorly fitted or top-dose-only effect, or another doubt; inactive = no such curve, though single readings can be large; an effect the other way counts as inactive or inconclusive.

PI4K2A inh	GLS inhibitor	BAZ2B block	RGS4 inhibitor	JMJD2A Tudor	G9a inh	ALOX12 inh	ERG-DNA inh	HP1b chromo inh	smiles
-1	-10%	-1%	19%	-12%	-4%[59 µM]	-18%	10%	23%	CCOC(=O)c1ccc(N2CCN(c3ccc(F)cc3)CC2)c(NC(=O)Nc2ccc(CC)cc2)c1
0	10%	?	-9%	-22%	7%[59 µM]	-26%	-6%	17%	Cc1cc(C)cc(NC(=O)Cn2c(=O)n(CC(=O)NCCc3ccccc3)c(=O)c3ccccc32)c1
-1	-12%	4%	14%	2%	nt	12%	7%	28%	CCCCCCCCSc1nnc(/N=C/N(C)C)s1
0	17%	-9%	1%	4%	6%	-9%	0%	28%	CCOc1ccc2oc(C(=O)O)c(C)c2c1
0	1%	56µM*	22%	-18%	-1%	20%	-8%	3%	CCOC(=O)C1=C(Cn2cnc3ccccc32)NC(=O)NC1c1ccc(OC)cc1 (stereo not drawn)
-2	-2%	9%	-20%	-6%	?	-2%	-3%	60%[activator]	CN(CC(=O)Nc1ccc2c(c1)OCCO2)S(=O)(=O)c1cccc2cccnc12
-2	0%	-18%	35%	-12%	?	3%	-1%	40%[activator]	CC(CCc1ccccc1)NC(=O)COc1cc(F)ccc1[N+](=O)[O-] (stereo not drawn)
5	-10%	-8%	-24%	-7%	-5%	-3%	-11%	41%[activator]	O=C(Nc1ccc2c(c1)OCCO2)c1ccc2ccccc2n1
0	-13%	-13%	-6%	-22%	5%[59 µM]	-11%	3%	16%[57 µM]	CCOC(=O)c1[nH]c(C)c(CCC(=O)NCc2ccc(OC)cc2)c1C
-2	-10%	-2%	22%	-8%	28%	7%	8%	3%	Cc1cccc(C(=O)NCCNC(=O)c2ccco2)c1
-7	28%	?	-53%	56µM*	-9%[59 µM]	-6%	-11%	12%	Cn1cc([N+](=O)[O-])c(C(=O)Nc2ccc(-c3nc4ccccc4[nH]3)cc2)n1
-4	1%	?	-15%	-34%	18µM*	-21%	nt	-9%	CCOC(=O)c1sc(NC(=O)CSc2nnc(-c3ccco3)n2CC)c(C(=O)OCC)c1C
6	12%	1%	-5%	-11%	3%	25%	-3%	10%	O=C(CN1C(=O)C(=O)c2ccccc21)c1ccccc1
2	0%	2%	-5%	-8%	2%[59 µM]	-10%	-1%	-3%	Cc1ccc(N(CC(=O)NCc2ccc(Cl)cc2)S(=O)(=O)N(C)C)cc1
0&1	-15%	-8%	?	56µM*	0.24µM*	?	-6%	?	O=C(O)Cc1ccc(O)c(O)c1
1	12%	0%	15%[56.9 µM]	-16%	-8%	28%	0%	26%	COc1cccc(CN2C(=O)C(C)N(C(=O)c3ccccc3)c3ccccc32)c1 (stereo not drawn)

Looked up above.
`O=C(CN1C(=O)C(=O)c2ccccc21)c1ccccc1` | JMJD2A Tudor = -11%
`CCOC(=O)c1sc(NC(=O)CSc2nnc(-c3ccco3)n2CC)c(C(=O)OCC)c1C` | RGS4 inhibitor = -15%

The results go on:
PI4K2A inh	GLS inhibitor	BAZ2B block	RGS4 inhibitor	JMJD2A Tudor	G9a inh	ALOX12 inh	ERG-DNA inh	HP1b chromo inh	smiles
-1	0%	0%	-26%	28%	30%	6%	-9%	72%[activator]	CSc1ccc(Cl)c(C(=O)N2CCOc3ccccc32)c1
-4	6%	4%	27%	-12%	22%	128%[activator]	-11%	28%	CCOC(=O)c1cccc(NC(=O)c2ccc(NC(=O)c3ccco3)cc2)c1
-4	47%[activator]	-1%	7%	-2%	?	97%[activator]	-1%	35%	C=CCSc1nc2c(cnn2-c2ccccc2)c(=O)n1N
3	10%	-3%	-14%	-8%	-4%[12.7 µM]	0%	3%	0%	COc1ccc(N(CC(O)CN2C(=O)NC(C)(C)C2=O)S(=O)(=O)c2ccc(C)cc2)cc1 (stereo not drawn)
-6	1%	1%	-27%	-8%	-46%	?	4%	23%	COc1ccccc1NC(=O)C(C)OC(=O)CCNS(=O)(=O)c1ccc(C)c(C)c1 (stereo not drawn)
5	89%[activator]	-2%	-4%	-8%	-9%[59 µM]	21%	-3%	-5%	CCOC(=O)c1c(C)[nH]c2ccc(O)cc12
1	-5%	7%	-15%	-4%	7%[59 µM]	12%	-12%	22%	COc1cccc(-c2nc(Oc3cccc(C)c3C)c3ccccc3n2)c1O
-1	-29%	1%	14%	-3%	-9%[59 µM]	-16%	-9%	15%[57 µM]	CCc1cc2c(=O)c(-c3nc(C)cs3)coc2cc1OC(C)C(=O)NCCO (stereo not drawn)
-7	1%	12%	-13%	-8%	-16%[59 µM]	1%	-1%	16%	Cc1noc(C)c1S(=O)(=O)N(C)CC(=O)NCc1ccccc1
4	0%	-2%	-11%	0%	36%[12.7 µM]	?	0%	21%	CCOC(=O)C(=O)NC(C)c1ccccc1 (stereo not drawn)
-1	?	-3%	-21%	-20%	8%[12.7 µM]	-17%	0%	16%	CSCC[C@@H](Nc1nc(-c2ccccc2)nc2c1oc1ccccc12)C(=O)O
-4	-1%	?	16%	?	-33%[12.7 µM]	-30%	-1%	-12%	Cn1cccc1C(=O)N1CCN(c2cccc(C(F)(F)F)c2)CC1
-1	4%	-20%	-25%	-21%	9%[59 µM]	0%	2%	29%	COc1cc(C(C)=O)ccc1OCC(O)CN1CCN(c2ccc(F)cc2)CC1 (stereo not drawn)
-5	-5%	4%	-9%	67%[activator]	5%	?	4%	314%[activator]	COc1ccc(/C=C/c2c(-c3ccc(OC)cc3)oc3ccccc23)cc1
-9	-9%	?	-32%	-11%	?	-23%	4%	43%	COC(=O)c1ccc(C(=O)Nc2ccc3c(c2)C(=O)NC3=O)cc1
-7	1%	nt	16%[11.4 µM]	-6%[11.4 µM]	nt	?	-12%	47%[activator]	CN(C)S(=O)(=O)c1ccc(/C(O)=C2/C(=O)C(=O)N(CCN3CCCCC3)C2c2cccnc2)cc1 (stereo not drawn)
-3	2%	-1%	10%	-17%	13%[12.7 µM]	8%	-5%	35%	COc1ccc(N2C(=O)NC(NC(=O)C(C)(C)C)(C(F)(F)F)C2=O)cc1 (stereo not drawn)
-1	1%	8%	19%	-14%	-2%[2.33 µM]	-26%	2%	37%[activator]	O=C(NCc1cccnc1)c1cc(S(=O)(=O)N2CCOCC2)c(Cl)cc1Cl
-3	8%	56µM*	2%	-1%	?	-11%	-5%	26%	O=C1c2cccnc2C(=O)N1CNc1ccc(Cl)cc1
-3	20%	?	27%[11.4 µM]	-20%	-13%	-6%	-26%	8%	COc1ccc(NS(=O)(=O)c2c(C(=O)N3CCCCCC3)c(C)n(C)c2C)cc1
-2	14%	-10%	28%	-25%	?	-15%	1%	5%	CCOc1cc(CNCc2ccncc2)cc(Cl)c1OC
0	-2%	-6%	-11%	-2%	-41%	4%	-4%	21%	Cc1ccc(C(=O)C(C)OC(=O)CN2C(=O)NC3(CCCC3)C2=O)cc1 (stereo not drawn)
1	0%	-31%	-11%	-11%	-7%	0%	2%	29%	Cc1c(Br)c([N+](=O)[O-])nn1CC(=O)Nc1nccs1
35	25%	-9%	2%	?	0%[12.7 µM]	73%	2%	-3%	COc1ccc(Oc2cn[nH]c2-c2ccc(O)cc2O)cc1
0	18%	-8%	15%[11.4 µM]	-10%	18%	8%	-6%	59%[activator]	Cc1nonc1OCCn1c([N+](=O)[O-])cnc1C
1	5%	-1%	-15%	89µM*	2%[12.7 µM]	?	-1%	33%	COc1cccc(Nc2nc3ccccc3nc2NS(=O)(=O)c2cccs2)c1
-6	-5%	9%	-10%	-5%	27%[12.7 µM]	467%[activator]	6%	49%[activator]	CCOC(=O)c1sc(N(Cc2ccccc2)C(=O)CSc2ncn[nH]2)nc1C
-2	19%	56µM*	?	?	40µM*	?	9%	-3%	Cc1ccccc1NCc1ccccc1O
4	0%	-10%	5%	-24%	3%[0.501 µM]	408%[activator]	9%	14%	COc1cc(C(C)=O)ccc1OCC(=O)Nc1ccc(C)c(S(=O)(=O)N2CCCCCC2)c1
5	-12%	-1%	13%	-14%	-25%[59 µM]	?	5%	28%	COC(=O)c1ccc(NC(=O)N2CCC(CN3CCc4ccccc4C3)CC2)cc1
1	1%	-25%	1%	-16%	-29%	-6%	15%	13%	CC(C(=O)Nc1nccs1)c1ccc([N+](=O)[O-])cc1 (stereo not drawn)
0	8%	-1%	-18%[56.9 µM]	-20%	nt	-1%	-2%	15%	Cc1ccc(NS(=O)(=O)c2ccc3c(c2)oc(=O)n3C)c(C)c1
-3	3%	nt	-12%	-6%	nt	37%[activator]	6%	57%[activator]	O=C(Nc1ccc(F)c(Cl)c1)C1CCCC1
-2	9%	5%	-25%	-3%	15%[59 µM]	6%	nt	10%	CC(C)NS(=O)(=O)c1ccc(OCC(=O)Nc2ccccc2F)cc1
-5	1%	4%	16%	-16%	10%[59 µM]	0%	0%	18%	CCCOc1ccc(-c2nnn(CC(=O)Nc3cccc(C(=O)OC)c3)n2)cc1
2	22%	-10%	-24%	-11%	21%	i	6%	52%[activator]	COCCNC(=S)NNC(=O)c1cc(C2CC2)nc2ccccc12
-2&-5	19%&18%	4%&-22%	-6%&1%	2%&-16%	-73%&17%	?	1%&2%	28%&16%	COc1ccc(NC(=S)Nc2ccccc2)cc1

The list is partial (hit frequency here may not be typical).
